NTMT1 inh: blocks human N-terminal methyltransferase 1 activity. Q9BV86. NTMT1 MTase-Glo SAH luminescence, purified enzyme. Potency, µM (titrated, usually from 114 µM), for the others: at the highest dose activity change, negative = inhibition, usual class: inhibitors. 2.5% of 59,000 active. AID 1645870;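 also: plate controls were DMSO vehicle for no effect and no enzyme for full effect; nearly all actives have a fitted effect of over 65% in size; many of its hits are not listed in these tables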
Target sequence (Q9BV86 whole entry, looked up): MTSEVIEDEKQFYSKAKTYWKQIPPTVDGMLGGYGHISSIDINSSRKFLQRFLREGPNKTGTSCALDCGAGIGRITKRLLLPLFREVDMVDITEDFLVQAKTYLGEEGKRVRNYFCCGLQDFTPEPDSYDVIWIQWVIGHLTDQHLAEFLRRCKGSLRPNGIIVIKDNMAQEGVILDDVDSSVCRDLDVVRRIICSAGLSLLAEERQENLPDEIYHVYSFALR
FH mod: Identification of activators of human fumarate hydratase by quantitative high-throughput screening | Fumarate hydratase, mitochondrial (Homo sapiens), P07954 | FH coupled MDH/diaphorase resazurin fluorescence, 15 min | Potency, µM (highest dose often 79.9 µM), for the others: at the top dose activity change, negative = inhibition, usual class: inhibitors | 0.22% of 54,000 active | AID 1347055, 2019; also: the screen sought activators but most active calls are inhibition curves; nearly all actives have a fitted effect of over 45% in size
Target sequence (P07954 whole entry, looked up): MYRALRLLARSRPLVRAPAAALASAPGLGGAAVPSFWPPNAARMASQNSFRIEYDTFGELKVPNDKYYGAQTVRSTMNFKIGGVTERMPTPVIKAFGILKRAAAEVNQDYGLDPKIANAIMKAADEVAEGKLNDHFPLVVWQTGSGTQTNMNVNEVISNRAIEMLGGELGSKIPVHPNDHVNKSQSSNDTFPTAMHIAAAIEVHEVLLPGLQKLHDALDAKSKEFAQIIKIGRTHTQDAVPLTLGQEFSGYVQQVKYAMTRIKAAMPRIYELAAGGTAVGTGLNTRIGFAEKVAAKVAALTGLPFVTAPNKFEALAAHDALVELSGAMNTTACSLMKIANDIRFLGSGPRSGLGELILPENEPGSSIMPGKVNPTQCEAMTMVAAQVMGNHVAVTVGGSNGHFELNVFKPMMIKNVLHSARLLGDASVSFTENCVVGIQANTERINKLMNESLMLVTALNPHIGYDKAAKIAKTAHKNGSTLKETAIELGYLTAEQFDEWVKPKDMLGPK
Numbers without * were called inactive; u = inconclusive; x = no result given; & = joins results of further samples; ! = not active in a repeat; [ ] = another dose, or the depositor's remark. Calls follow the shape of the dose curve; as a rule, active = well fitted curve in the direction sought with a large enough effect; inconclusive = small, poorly fitted or top-dose-only effect, or another doubt; inactive = no such curve, though single readings can be large; an effect the other way counts as inactive or inconclusive. Unless noted, % is scaled to controls: 0 for no effect and ±100 for the full control effect; potency is read from the fitted curve at half-maximal effect.

canonical_smiles,NTMT1 inh,FH mod
C=C[C@H]1CN2CC[C@@H]1C[C@@H]2[C@@H](O)c1ccnc2ccc(OC)cc12,x,u
CCCCCCCCCCCCCCC[C@H](O)[C@H](N)CO,x,-4%[53.3 µM]
CC1(C(=O)O)CCC2(C)CCC3(C)C(=CC(=O)C4C5(C)CCC(OC6OC(C(=O)O)C(O)C(O)C6OC6OC(C(=O)O)C(O)C(O)C6O)C(C)(C)C5CCC43C)C2C1 (stereo not given),7%,x
CN(C)C/C=C/C(=O)Nc1cc2c(Nc3ccc(F)c(Cl)c3)ncnc2cc1O[C@H]1CCOC1,3.2µM*,x
COc1ncc(Nc2ncc(C(C)N3CCN(S(C)(=O)=O)CC3)cc2-c2nc(C)nc(N)n2)cc1F (stereo not given),-21%,x
NC(=O)c1cccc2[nH]c(-c3ccc([C@@H]4CCCN4)cc3F)nc12,u,x
Cc1cc(Nc2cc(N3CCN(C)CC3)nc(C=Cc3ccccc3)n2)n[nH]1,-26%,7%
COCC(=O)NCC=Cc1ccc2ncnc(Nc3ccc(Oc4ccc(C)nc4)c(C)c3)c2c1,u,-6%[53.3 µM]
Cc1ccc(C(=O)Oc2ccc(C(O)CNC(C)(C)C)cc2OC(=O)c2ccc(C)cc2)cc1 (stereo not given),u,-10%[53.3 µM]
COc1ccc([C@@H]2N[C@H](C(=O)O)Cc3c2[nH]c2ccccc32)cc1CN1CCN(c2ccccc2F)CC1,1%[57.5 µM],18%
Cc1cc(-c2ccccc2)nnc1NCCN1CCOCC1,-41%[57.5 µM],6%[53.3 µM]
CC(C)c1cc(CNc2nc(Nc3cc(C4CC4)[nH]n3)cc(N3CCN(C)CC3)n2)on1,u,2%
C[C@@H]1O[C@@H](O[C@H]2[C@H](O[C@H]3[C@H](O[C@H]4CC[C@@]5(C)C(CC[C@]6(C)C5CC=C5[C@@H]7CC(C)(C)C[C@@H](O)[C@]7(C)CC[C@]56C)[C@@]4(C)CO)O[C@H](C(=O)O)[C@@H](O)[C@@H]3O)O[C@H](C(=O)O)[C@H](O)[C@@H]2O)[C@H](O)[C@H](O)[C@H]1O (stereo not given in full),4%[12.6 µM],0%[20.6 µM]
NC(=O)c1cn(Cc2c(F)cccc2F)nn1,3%[57.5 µM],-14%&-2%[53.3 µM]
CCOC(=O)C(=O)CCc1ccccc1,-7%[57.5 µM],3%[53.3 µM]
O=C(O)c1ccc[n+]([O-])c1,-12%[57.5 µM],3%[53.3 µM]
N[C@@H](CC(=O)Nc1ccc(Oc2cc(F)c(F)cc2Br)cc1)C(=O)O,2%[57.5 µM],u
OC(C#CCN1CCCC1)(c1ccccc1)c1ccccc1,5%[57.5 µM],2%[53.3 µM]
Cn1c(=O)cc(N2CCCC(N)C2)n(Cc2ccccc2C#N)c1=O (stereo not given),7%[57.5 µM],-4%
COCCCOc1cc(C[C@@H](C[C@H](N)[C@@H](O)C[C@H](C(=O)NCC(C)(C)C(N)=O)C(C)C)C(C)C)ccc1OC,12%,12%&18%[53.3 µM]
CC(=O)Nc1ccc(C(=O)O)cc1,u,-4%[53.3 µM]
COc1ccc(-n2nc(CCC(=O)N(C)O)cc2-c2ccc(Cl)cc2)cc1,-6%[57.5 µM],-2%[53.3 µM]
CCN(CC)CCn1c(=O)c(Cc2ccc(OC)cc2)nc2ccccc21,13%[57.5 µM],-18%&-1%[53.3 µM]
Cn1cc(-c2ccc3c(c2)CCN3C(=O)Cc2cccc(C(F)(F)F)c2)c2c(N)ncnc21,10%,-9%
Nc1nc(=O)n([C@@H]2O[C@H](CO)[C@@H](O)[C@@H]2F)cc1I,u,-5%[53.3 µM]
CCC[C@H](N[C@@H](C)C(=O)N1[C@@H]2CCCC[C@H]2C[C@H]1C(=O)O)C(=O)OCC,6%[57.5 µM],0%[53.3 µM]
N#Cc1ccc(C(=O)N2CCC3(CC2)N=C(N)c2c(F)ccc(F)c2N3)cn1,-7%[57.5 µM],1%
CNC(=O)c1cnn(-c2nc(N)c3ncn([C@@H]4O[C@H](CO)[C@@H](O)[C@H]4O)c3n2)c1,-8%[57.5 µM],2%[53.3 µM]
COc1c(Cl)cc2c([nH]c3cnccc32)c1NC(=O)c1cccnc1C,u,8%
Cc1cc(Nc2cc(N3CCN(C)CC3)nc(Sc3ccc(NC(=O)C4CC4)cc3)n2)n[nH]1,u,-13%

Taken from above (three entries):
canonical_smiles,NTMT1 inh,FH mod
Nc1nc(=O)n([C@@H]2O[C@H](CO)[C@@H](O)[C@@H]2F)cc1I,u,-5%[53.3 µM]
CCC[C@H](N[C@@H](C)C(=O)N1[C@@H]2CCCC[C@H]2C[C@H]1C(=O)O)C(=O)OCC,6%[57.5 µM],0%[53.3 µM]
N#Cc1ccc(C(=O)N2CCC3(CC2)N=C(N)c2c(F)ccc(F)c2N3)cn1,-7%[57.5 µM],1%

Entries of single compounds, quoted from the list. Order of values: NTMT1 inh	FH mod
C[C@@H]1O[C@@H](O[C@H]2[C@H](O[C@H]3[C@H](O[C@H]4CC[C@@]5(C)C(CC[C@]6(C)C5CC=C5[C@@H]7CC(C)(C)C[C@@H](O)[C@]7(C)CC[C@]56C)[C@@]4(C)CO)O[C@H](C(=O)O)[C@@H](O)[C@@H]3O)O[C@H](C(=O)O)[C@H](O)[C@@H]2O)[C@H](O)[C@H](O)[C@H]1O (stereo not given in full) in the list: 4%[12.6 µM]	0%[20.6 µM]
COCCCOc1cc(C[C@@H](C[C@H](N)[C@@H](O)C[C@H](C(=O)NCC(C)(C)C(N)=O)C(C)C)C(C)C)ccc1OC in the list: 12%	12%&18%[53.3 µM]
Cc1cc(Nc2cc(N3CCN(C)CC3)nc(Sc3ccc(NC(=O)C4CC4)cc3)n2)n[nH]1 in the list: u	-13%
COc1ncc(Nc2ncc(C(C)N3CCN(S(C)(=O)=O)CC3)cc2-c2nc(C)nc(N)n2)cc1F (stereo not given) in the list: -21%	x
CC(=O)Nc1ccc(C(=O)O)cc1 in the list: u	-4%[53.3 µM]

Going on with the list.
canonical_smiles,NTMT1 inh,FH mod
CN1CCN(CCC(=O)N2c3ccccc3Sc3ccc(C(F)(F)F)cc32)CC1,u,-9%[53.3 µM]
CN1CCN(C(c2ccccc2)c2ccccc2)CC1,2%&22%[57.5 µM],-4%
CN(C(=O)CCCOc1ccc2[nH]c(=O)ccc2c1)C1CCCCC1,0%[57.5 µM],-26%&7%[53.3 µM]
NS(=O)(=O)c1ccc(NC2=CC(=O)c3ccccc3C2=O)cc1,u,-13%[53.3 µM]
CC(=O)c1ccc(S(=O)(=O)NC(=O)NC2CCCCC2)cc1,-29%[57.5 µM],-12%&-3%[53.3 µM]
COc1ccc(-n2nc(C(N)=O)c3c2C(=O)N(c2ccc(N4CCCCC4=O)cc2)CC3)cc1,4%&12%[57.5 µM],0%
COC(=O)c1ccc(O)cc1,18%[57.5 µM],-10%[53.3 µM]
Nc1nc2c(cnn2CCCc2ccc(O)cc2)c2nc(-c3ccco3)nn12,-2%[57.5 µM],3%
CCCCC1CCN(CCCN2C(=O)CCc3ccccc32)CC1,u,0%
Cc1nc(NC(=O)N2CCC[C@@H]2C(N)=O)sc1-c1ccnc(C(C)(C)C(F)(F)F)c1,30µM*,-6%[53.3 µM]
CC12CCC(CC1)C(C)(C)O2,2%[57.5 µM],-7%[53.3 µM]
O=S(=O)(c1cccc2ccccc12)n1ccc2ccc(N3CCN4CCCC4C3)cc21 (stereo not given),3%[57.5 µM],-7%
CCOC(=O)c1ccc(OCCN2C[C@H](O)[C@@H](O)[C@H](O)[C@H]2CO)cc1,-1%[57.5 µM],5%[53.3 µM]
C=C[C@@H]1CN2CCC1C[C@H]2[C@H](O)c1ccnc2ccc(OC)cc12 (stereo not given in full),8%[57.5 µM],17%[53.3 µM]
c1cc(NCCc2c[nH]c3ccccc23)cc(Nc2ccncc2)c1,u,0%
NC(=O)N[C@@H](CCC(=O)O)C(=O)O,8%[57.5 µM],2%[53.3 µM]
C/C(=C1\CCOC(=O)S1)N(C=O)Cc1cnc(C)nc1N,-2%[57.5 µM],9%[53.3 µM]
Nc1nc(OCc2cc(Br)cs2)c2[nH]cnc2n1,-6%[57.5 µM],3%
COC(C(=O)N1Cc2[nH]nc(NC(=O)c3ccc(N4CCN(C)CC4)cc3)c2C1)c1ccccc1 (stereo not given),14%[57.5 µM],-9%
CC(N)C1CCC(C(=O)Nc2ccncc2)CC1 (stereo not given),11%,17%
O=C(CCN1CCC(c2ccccc2)C1)c1ccc2c(c1)OCCO2 (stereo not given),u,-6%[53.3 µM]
O=C(O)c1ccc(S(=O)(=O)N(Cc2ccc(OC(F)(F)F)cc2)c2ncc(C(F)(F)F)cc2Cl)cc1,4%[57.5 µM],-13%
COc1ccc(/C=C/C(=O)Nc2ccccc2C(=O)O)cc1OC,25%[57.5 µM],-7%
CC=CC(=O)N(CC)c1ccccc1C,-1%[57.5 µM],6%[53.3 µM]
CC(CC(C#N)(c1ccccc1)C(C)C)N(C)C (stereo not given),-22%[57.5 µM],7%[53.3 µM]
C[C@@H]1CCN(C(=O)N2CCCC2)C[C@@H]1N(C)c1ncnc2[nH]ccc12,2%[57.5 µM],3%
Cc1nc(C(=O)NCC(=O)O)c(O)c2ccc(Oc3ccccc3)cc12,9%,7%
Cc1ccccc1C(=O)Nc1ccc(C(=O)N2CCC[C@@H](O)c3cc(Cl)ccc32)c(C)c1,18%[57.5 µM],-26%
Cn1c2ccc(F)cc2c2c(C(=O)N3CCCC3)cn(-c3ccccc3)c(=O)c21,-6%[57.5 µM],0%
NC(N)=NC(=O)c1cnn(-c2cccc3ncccc23)c1C1CC1,15%[57.5 µM],5%
CCNC(=O)Nc1ccc(Oc2ncnc(N)c2/C=N/OC)cc1Cl,8%,11%
Cc1ncc(Cl)cc1NCc1ccc(C(=O)NC(CC2CCCC2)C(=O)NC2CC2)s1 (stereo not given),u,-12%
CCN1CCN(Cc2ccc(Nc3ncc(F)c(-c4cc(F)c5nc(C)n(C(C)C)c5c4)n3)nc2)CC1,10µM*,-2%
COc1cccc(C(=O)N2CCN(C(=O)COc3cccc(C)c3)CC2)c1OC,4%[57.5 µM],10%
Cc1nc2cc(-c3cc(F)cc(C#N)c3)ccc2s1,2%[57.5 µM],4%
O=C(O)CC1CCC(c2ccc(NC(=O)c3nnc(Nc4ccc(F)c(F)c4)o3)cc2)CC1 (stereo not given),7%[57.5 µM],-4%
CC1(C)O[C@@H]2C[C@@H]3[C@H]4C[C@@H](F)C5=CC(=O)C=C[C@]5(C)[C@@]4(F)[C@@H](O)C[C@]3(C)[C@]2(C(=O)CO)O1,-7%[57.5 µM],14%[53.3 µM]
Cc1oc(=O)oc1CN1CCN(c2cc3c(cc2F)c(=O)c(C(=O)O)c2n3C(C)S2)CC1 (stereo not given),1%,-3%&2%[53.3 µM]
Cc1nc(N)sc1-c1ccnc(Nc2ccc(N3CCOCC3)cc2)n1,u,u
COc1ccc(C(=O)NCc2ccc(OCCN(C)C)cc2)cc1OC,15%[57.5 µM],4%[53.3 µM]
O=C(CO)N1CCC(c2[nH]nc(-c3ccc(Cl)cc3)c2-c2ccncn2)CC1,4%,-1%
Nc1nnnn1-c1ccccc1,28%[57.5 µM],0%[53.3 µM]
COc1ccc(Cn2ccc3ccc(C(=O)NO)cc32)cc1,7%,-2%
OCCN1CCN(CCCN2c3ccccc3Sc3ccc(Cl)cc32)CC1,u,u
CC(C)C(=O)Nc1cccc(C(F)(F)F)c1,-8%[57.5 µM],-8%[53.3 µM]
Cc1c(NC(=O)c2cccnc2)c(=O)n(-c2ccccc2)n1C,9%[57.5 µM],-6%[53.3 µM]
CS(=O)(=O)Nc1ccc2oc3c(OC(F)F)ccc(C(=O)Nc4c(Cl)cncc4Cl)c3c2c1,1%[57.5 µM],-4%
O=C(CCNNC(=O)c1ccncc1)NCc1ccccc1,-5%[57.5 µM],1%&8%[53.3 µM]
CCCNC(C)C(=O)Nc1c(C)csc1C(=O)OC (stereo not given),8%[57.5 µM],4%[53.3 µM]
Cc1cnc(NC(=O)Nc2cc(Br)c(C)cc2OCC2CNCCO2)cn1 (stereo not given),u,7%
Cc1ccccc1C(=O)Nc1ccc(C(=O)N2CCCC(O)c3cc(Cl)ccc32)c(C)c1 (stereo not given),20%,5%[53.3 µM]
CNc1nc(Nc2ccc(C(=O)N3CCOCC3)cc2OC)ncc1Cl,u,4%
C/C=C(/C(=C/C)c1ccc(OC(C)=O)cc1)c1ccc(OC(C)=O)cc1,11%[57.5 µM],2%[53.3 µM]
C=CC(=O)Nc1cccc(Nc2nc(Nc3ccc(N4CCN(C(C)=O)CC4)cc3OC)ncc2C(F)(F)F)c1,u,-15%
CCN(CC)CCNC(=O)c1cc(Cl)c(N)cc1OC,3%&34%[57.5 µM],0%
O=C(Nc1cc2cc[nH]c2cn1)c1ccccc1,22µM*!,-2%
CC(C(=O)O)c1ccc(C(=O)c2cccs2)cc1 (stereo not given),12%[57.5 µM],1%[53.3 µM]
Oc1ccc(C=Cc2cc(O)cc(O)c2)cc1,u,-24%[53.3 µM]

Source: PubChem BioAssay (National Center for Advancing Translational Sciences (NCATS))

This is a subset. The share of hits here may be higher or lower than overall.
